From PubChem BioAssay
CXXC DNA block – inhibitors of human MLL CXXC domain-DNA interaction. MLL-CXXC / FITC-HOXA9 DNA fluorescence polarization. AID 2662. Potency, µM (top dose mostly 115 µM), without a hit: at the top dose activity change, negative = inhibition, actives largely listed as inhibitors. hit rate 0.037% among 290,000. Q03164; active = well fitted inhibition curve with a large enough effect in the polarisation, with a control signal flat, not every such curve was filed as active; inconclusive = small, poorly fitted or top-dose-only effect, or effect the other way, or a change in a side signal; inactive = no such curve, though single readings can be large or run the other way; the % refers to the polarisation; note: potency is the fitted concentration of half-maximal effect
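Fluorescence polarization: 7 uM MLL-CXXC (stock) preincubated 5 min with compounds, then 50 nM fluorescein-HOX-A9 DNA (stock) added; 30 min ambient. Buffer 50 mM Tris-HCl pH 7.5, 50 mM NaCl, 1 mM DTT, 0.05% BSA.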
hERG WT inh – blocks the wildtype human KCNH2 potassium channel | hit rate 0.37% among 340,000 | U2OS, BacMam KCNH2, thallium flux FluxOr; active compounds read low | Q12809 | activity change, % at 1.84 µM;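 active = maximum activity change below -70%; inconclusive = maximum activity change between -70% and -50%; inactive = maximum activity change above -50%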; note: % is set by controls: 0 for no effect and ±100 for the full control effect
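U2OS cells were transduced with wild-type KCNH2 virus (2.03 x 10^8 / mL) for 4 h at room temperature, then cultured overnight at 37 C. Thallium flux was read with FluxOr dye. Rate constants were normalized to DMSO controls.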
GALK inhibitor – galactokinase (human) inhibition | Potency, µM (highest dose often 57.5 µM), for the others: at the highest dose activity change, negative = inhibition, usual class: inhibitors | Purified GALK, Kinase-Glo residual ATP luminescence | hit rate 0.007% among 270,000; note: potency is the fitted concentration of half-maximal effect; % is set by controls: 0 for no effect and ±100 for the full control effect
Target sequence (P51570 whole entry, looked up): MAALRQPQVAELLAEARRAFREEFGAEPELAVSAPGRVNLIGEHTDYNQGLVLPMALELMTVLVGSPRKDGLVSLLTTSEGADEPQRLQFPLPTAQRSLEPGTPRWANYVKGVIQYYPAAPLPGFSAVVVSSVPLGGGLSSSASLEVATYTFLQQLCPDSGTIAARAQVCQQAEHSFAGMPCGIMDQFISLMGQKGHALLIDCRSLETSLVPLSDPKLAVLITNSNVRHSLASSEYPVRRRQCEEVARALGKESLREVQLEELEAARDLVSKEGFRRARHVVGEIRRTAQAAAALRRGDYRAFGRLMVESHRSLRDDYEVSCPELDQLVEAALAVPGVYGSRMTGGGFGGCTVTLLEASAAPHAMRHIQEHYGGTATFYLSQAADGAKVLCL
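5 nM enzyme, 35 uM ATP, 100 uM galactose, 20 mM HEPES pH8.0, 5 mM MgCl2; 1 h RT; residual ATP by Kinase-Glo Plus luminescence, qHTS format.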
A-T KAP1 phos – candidate therapy for ataxia-telangiectasia; […] A-T fibroblasts, KAP-1 phosphorylation AlphaLISA; neocarzinostatin DNA damage 30 min before lysis; Potency, µM (highest dose often 57.5 µM), for the others: at the highest dose activation, usual class: activators; hit rate 0.19% among 320,000; note: potency is the fitted concentration of half-maximal effect; % of control where 0% means no effect; nearly all actives have a fitted effect of over 45% in size
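ATM-like activity read as KAP-1 phosphorylation via AlphaLISA donor/acceptor antibody pairs after lysis and 6 hr at 25C. Cells were ATM-null patient fibroblasts ([…], hTERT), dosed 60 min, then exposed to the DSB inducer NCS for 30 min.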
KCNH2 3.1 inh – KCNH2 3.1 (human) potassium channel inhibition | U2OS KCNH2 3.1, thallium flux FluxOr; active compounds read low | activity change, % (tested at about 1.8 µM) | AID 720553 | hit rate 0.95% among 340,000;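 active = maximum activity change below -70%; inconclusive = maximum activity change from -70% to -50%; inactive = maximum activity change above -50%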;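 note: thallium influx rate constant from kinetic fluorescence after stimulation buffer; % is set by controls: 0 for no effect and ±100 for the full control effect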
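Normalized rate constant (relative to positive and negative DMSO controls) derived from a 2 min kinetic fluorescence read after stimulation; U2OS cells expressing the 3.1 isoform via virus at 1.77 x 10^8 /mL.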
MBNL1-CUG inh – blocks human MBNL1 binding to CUG repeat RNA; TR-FRET MBNL1-His/biotin-(CUG)12 binding, 665/545 ratio; Potency, µM (top dose mostly 57.5 µM), for the others: top-dose activity change, negative = inhibition, usual class: inhibitors; hit rate 0.036% among 280,000; active = well fitted inhibition curve with a large enough effect in the signal ratio, with a control signal flat, not every such curve was filed as active; inconclusive = small, poorly fitted or top-dose-only effect, or effect the other way, or a change in a side signal; inactive = no such curve, though single readings can be large or run the other way; the % refers to the signal ratio; note: potency is the fitted concentration of half-maximal effect; % is set by controls: 0 for no effect and ±100 for the full control effect
Target sequence (Q9NR56 whole entry, looked up): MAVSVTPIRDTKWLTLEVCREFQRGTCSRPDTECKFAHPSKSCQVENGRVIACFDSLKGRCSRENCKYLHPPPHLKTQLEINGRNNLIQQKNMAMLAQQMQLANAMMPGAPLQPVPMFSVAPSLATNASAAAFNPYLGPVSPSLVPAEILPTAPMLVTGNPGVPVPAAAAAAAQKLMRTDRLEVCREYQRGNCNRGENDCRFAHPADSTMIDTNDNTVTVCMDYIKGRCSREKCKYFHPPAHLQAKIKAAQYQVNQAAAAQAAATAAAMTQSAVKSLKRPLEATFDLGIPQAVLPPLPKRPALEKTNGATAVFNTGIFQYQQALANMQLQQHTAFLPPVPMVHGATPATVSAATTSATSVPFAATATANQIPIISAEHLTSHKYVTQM
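Ratiometric TR-FRET (665 over 545 nm, excitation 340 nm) tracks disruption of MBNL1-His/biotin-(CUG)12 complex after 60 min at room temperature, with compounds at 92 nM to 58 uM final.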
Coupling enz – coupling enzyme interference in Giardia aldolase counter-screen. coupling enzyme system counterscreen, AmpLite Red fluorescence. activity change, negative = inhibition, % at 58.2 µM, hits read low. hit rate 0.67% among 290,000; in the data active = activity change below about -30%; note: % is set by controls: 0 for no effect and ±100 for the full control effect
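Final compound at 57.5 uM, incubated 10 min at RT with coupling enzyme reagent (glyceraldehyde-3-phosphate), then 20 min with substrate and AmpLite Red detection. Fluorescence read at 525/598 nm; tests interference with the coupling assay, not aldolase inhibition.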
Integrin act MD – activators of alpha7 integrin expression for muscular dystrophy; AID 624291; Potency, µM (series often up to 38.3 µM), without a hit: at the highest dose activation, hits mostly activators; hit rate 0.064% among 350,000; alpha7betagal myoblasts, beta-gal FDG fluorescence, 48 h;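 note: potency is the fitted concentration of half-maximal effect; 100% = response of the positive control SU9516; nearly all actives have a fitted effect of over 60% in size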
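Alpha7betagal+/- myoblasts (passage 13) were plated 16-24 hr, then exposed to compounds (1:260 dilution of DMSO stock) for 48 hours at 37C. After MPER lysis, β-galactosidase reporter activity was read as FDG fluorescence (ex 480/em 540) after 30 minutes.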
TRPV1 ag – human TRPV1 agonism; AID 540275; hit rate 0.19% among 320,000; activation, % at 8.33 µM; Q8NER1; TRPV1-expressing cells, Fluo-8 calcium influx, agonist mode; in the data active = activation above about 80%; inconclusive = between about 30% and that limit; note: 0% is about no effect
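TRPV1-expressing cells were cultured overnight at 35.5C and loaded with Fluo-8 calcium dye for 40 to 90 min at room temperature. After a 10 s baseline, compound was added and calcium influx was read kinetically for 3 min (ex 480/em 520 nm).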
S-ASM inh – inhibitors of human secretory acid sphingomyelinase | P17405 | placental ASM, HMU-PC fluorogenic substrate, 60 min | Potency, µM (series often up to 57.5 µM), inactives show top-dose activity change, negative = inhibition, actives largely listed as inhibitors | hit rate 0.006% among 340,000 | AID 504937; note: potency is the fitted concentration of half-maximal effect
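Steps: dispense placental human ASM, pin compound, wait 10 min at room temperature, add HMU-PC0 substrate at 9 uM final, incubate 60 min at 37 °C, add stop solution raising pH to 10, read fluorescence.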
Numbers without * were called inactive; i = inactive; ? = inconclusive; / = not tested or not shown; [ ] = another dose, or the depositor's remark. Unless noted, calls come from the whole dose curve; as a rule, active = well fitted curve in the direction sought with a large enough effect; inconclusive = small, poorly fitted or top-dose-only effect, or another doubt; inactive = no such curve, though single readings can be large; an effect the other way counts as inactive or inconclusive.

canonical_smiles,Coupling enz,GALK inhibitor,Integrin act MD,CXXC DNA block,MBNL1-CUG inh,hERG WT inh,A-T KAP1 phos,S-ASM inh,TRPV1 ag,KCNH2 3.1 inh
CCc1ccc2[nH]c(=O)c(CN(CCCO)C(=O)NCc3ccccc3)cc2c1,0.4,0.0%,-7.9%,?,-8.0%,-0.8,-2.5%,0.7%,-1.6,-12.5
O=C(NC1CCCCC1)c1ccc(-c2ccc(Cl)cc2)o1,/,/,-18.3%,/,/,1.9,-3.4%,-4.0%,27.1,-2.1
CC(=O)Nc1ccc(N2Cc3ccccc3C2)cc1,-16.5,-1.2%,-4.8%,-14.7%,18.6%,-7.3,-3.3%,-0.8%,-1.2,?
CC12CCC(=O)N1C(C(=O)Nc1ccc(Cl)c(Cl)c1)CS2 (configuration not stated),/,/,35.7%,/,/,3.5,3.5%,-5.6%,5.3,-5.3
COc1ccccc1OCc1ccc(C(=O)NCc2cccnc2)o1,0.7,-0.6%,-2.5%,-4.8%,-2.9%,-11.3,0.6%,-0.1%,7.0,0.3
O=S(=O)(c1ccc(N2CCC(c3ccc(Cl)cc3)=N2)cc1)N(CCO)CCO,14.1,-2.3%,-20.4%,2.4%,?,1.9,31.6µM*,i,3.1,3.3
CCC(C)Nc1nc(OCC(F)(F)F)nc(OCC(F)(F)F)n1 (configuration not stated),1.9,-0.3%,17.0%,1.4%,1.5%,1.1,2.9%,3.9%,14.8,1.6
COc1cc(/C=N/NS(=O)(=O)c2ccc(C)c([N+](=O)[O-])c2)cc([N+](=O)[O-])c1O,1.7,8.6%,-2.7%,8.3%,?,-1.8,-5.7%,-7.6%,-5.1,5.9
C=CCNc1nc(C)c(C(C)=O)cc1C#N,2.3,0.3%,-5.0%,3.7%,-4.6%,5.7,12.3%,-1.9%,1.0,/
COc1cccc(-n2c(=O)c3sccc3n(CC(=O)NC3CCCC3)c2=O)c1,-0.2,-1.0%,-0.5%,20.2%,0.1%,-4.6,-4.4%,0.1%,-1.4,-5.2
O=C(CCn1c(=O)c2ccccc2n(Cc2cccc([N+](=O)[O-])c2)c1=O)N1CCc2ccccc2C1,1.5,1.4%,11.8%,-0.1%,/,50.6,-3.4%,-9.4%,0.8,-2.4
COC(=O)COc1ccsc1C(=O)OC,0.4,3.2%,4.4%,-2.0%,7.9%,-3.2,0.8%,-0.5%,-0.2,11.9
COc1ccc(NC(=O)c2ccc3nc[nH]c3c2)c(OC)c1,-4.2,-1.2%,2.8%,-3.4%,4.2%,31.0,-0.9%,-3.8%,-1.2,14.3
Fc1ccc(Br)cc1/C=N/N1CCN(c2ccccc2)CC1,-0.4,1.2%,21.3%,-6.1%,-5.5%,7.6,-11.5%,-3.3%,-1.6,5.4
Cc1nnc(SCC(=O)NC2CCCCC2)n1C1CCCCC1,2.8,1.5%,14.0%,1.3%,0.7%,3.0,6.3%,1.5%,1.6,-12.0
Cc1c(Br)c([N+](=O)[O-])nn1CC(=O)Nc1cccc2nonc12,-5.2,4.3%,13.1%,-8.3%,14.9%,-4.8,-1.2%,3.4%,1.3,-1.7
CCN(CC)C(=O)CN1CCN(Cc2ccc3c(c2)OCO3)CC1,8.0,-2.0%,-4.8%,?,2.7%,-8.3,-26.7%,3.7%,-3.0,1.1
COc1ccccc1NC(=O)CCC(=O)O,6.3,0.2%,-7.4%,-8.4%,-1.1%,-7.4,-0.1%,3.5%,-0.8,-3.4
Cc1cc(C)n2nc(C(=O)NCc3ccccc3)nc2n1,-0.3,-2.2%,23.5%,2.6%,?,-0.6,6.2%,0.3%,4.3,9.8
CCOC(=O)N1CCN(c2c(NCc3ccccn3)c(=O)c2=O)CC1,1.8,2.0%,23.8%,-7.2%,-2.4%,3.3,2.3%,-0.6%,1.8,10.2
O=C(/C=C/c1ccc(S(=O)(=O)N2CCOCC2)cc1)NC(=S)NCCCn1ccnc1,0.2,7.6%,-38.7%,18.6%,2.7%,-14.7,-8.3%,-0.2%,1.3,-18.6
CCN1CCN(CCC(=O)Nc2ccccc2OC)CC1,1.7,0.5%,-7.4%,2.9%,-6.4%,19.8,-0.3%,4.4%,1.2,2.1
Cc1cc(Br)ccc1NC(=O)c1ccccc1-c1ccccc1,-2.9,1.4%,21.9%,6.1%,8.4%,24.3,5.5%,-6.5%,8.9,-21.8
COc1ccc(C(=O)N2CCCC(Nc3ccc(C(C)C)cc3)C2)c(OC)n1 (configuration not stated),/,-5.1%,0.0%,-4.2%,5.3%,1.1,-16.2%,-2.3%,?,11.1
O=C(NC1CCCCC1)C(c1cccnc1)N(C(=O)c1ccc(Cl)nc1)C1CCCCC1 (configuration not stated),6.1,1.1%,4.9%,9.4%,-1.6%,-6.0,-1.4%,-0.8%,-2.6,-2.0
O=C(COc1ccc2ccc(=O)oc2c1)NC1CCS(=O)(=O)C1 (configuration not stated),/,/,16.9%,/,/,-4.7,9.6%,44.4%[activator],/,10.5
Cn1c(-c2ccc(F)cc2)cnc1SCC(=O)N1CCCc2ccccc21,1.7,0.0%,-22.6%,0.3%,-10.9%,-0.5,1.0%,-0.5%,13.2,-8.8
O=S(=O)(Cc1ccccc1)N1CCN(Cc2ccccc2)CC1,-0.7,4.5%,-3.7%,6.6%,-1.7%,-0.2,15.3%,-1.0%,5.3,29.6
Cc1c(O)c2c(=O)n(-c3ccccc3)c(-c3ccccc3)cc2oc1=O,3.8,/,14.1%,2.5%,-8.3%[11.5 µM],0.7,-3.4%,/,-0.6,2.7
COc1cc(NC(=O)c2ccc3c(c2)S(=O)(=O)N=C2CCCCCN23)cc(OC)c1,/,/,-16.0%,/,/,3.7,12.4%,-0.2%,-0.5,2.5
COc1ccc(OCCC(=O)Nc2cc3c(cc2C(=O)O)OCCCO3)cc1,/,/,7.9%,/,/,1.4,-6.2%,3.5%,-0.2,-3.4
CCOC(=O)c1c2c3c(cccc3[nH]c1=O)C(=O)c1ccccc1-2,0.4,4.4%,0.3%,-18.5%,25.5%,-21.5,1.7%,-0.5%,0.9,-8.6
COc1ccc(NC(=O)COC(=O)Cc2ccccc2[N+](=O)[O-])cc1OC,0.1,0.9%,-72.4%[inhibitor],4.0%,20.1%,1.5,-3.7%,-0.9%,-6.0,28.7
Cc1cccc(-n2c(SCC(=O)Nc3nnc(C)s3)nnc2-c2ccoc2C)c1,6.2,7.1%,0.0%,-6.4%,-0.3%,3.7,11.2%,-1.9%,2.1,8.9
Cc1ccc(/C=N/NC(=O)COc2ccccc2-c2ccccc2)cc1,0.9,0.8%,-50.5%[inhibitor],5.9%,/,-1.2,-6.7%,-2.1%,-0.6,-26.1
O=C(NNC(=O)c1cccs1)c1ccc(Cl)c(Cl)c1,1.2,0.3%,11.1%,1.9%,-12.0%,1.0,-9.2%,0.6%,11.6,-10.9
COc1ccc(Cn2nnnc2C(c2cccs2)N2CCN(c3ccc([N+](=O)[O-])cc3)CC2)cc1 (configuration not stated),0.0,2.2%,25.3%,27.0%,9.4%,?,-7.9%,-16.1%,1.6,-98.9*
COc1ccc(C)cc1N(CC(=O)N1CCCC1)S(C)(=O)=O,1.7,-5.2%,2.6%,-2.8%,-15.8%,-2.8,0.9%,-3.6%,-1.7,4.9
Cc1ccc(NC(=O)CN2C(=O)NC(C)(c3ccc(Cl)cc3)C2=O)c(Br)c1 (configuration not stated),0.0,16.4%,?,-2.0%,-3.5%,-3.6,-0.4%,-5.9%,1.9,-15.7
CC(=O)c1ccc(OCc2cc(C(=O)N(C)Cc3ncc(C)[nH]3)no2)cc1,/,6.1%,4.5%,-0.5%,0.4%,-12.9,8.2%,1.9%,-1.3,9.7
CC(=O)c1cccc(NC(=S)N2c3ccccc3CC2C)c1 (configuration not stated),2.4,-0.7%,-31.0%,3.0%,-0.1%,5.0,0.4%,4.8%,8.1,9.9
CCc1noc(C)c1C(=O)OCC(=O)NC(=O)c1ccccc1,0.5,-2.8%,-20.4%,0.9%,8.5%,-11.0,6.2%,1.9%,28.8,-4.0
CCCN1CCCC[C@H]1C(=O)Nc1c(C)cccc1C,/,/,/,0.8%,/,6.7,/,4.3%,/,-7.8
CCCCn1c(=NC(=O)c2ccco2)c(C(=O)OCC)cc2c(=O)n3cccc(C)c3nc21,2.9,0.7%,-19.9%,-12.1%,9.4%,-12.8,-2.5%,273.5%[activator],-0.6,30.4
